# ADAM10 inh = inhibitors of human ADAM10; recombinant ADAM10, EDANS/DABCYL FRET peptide cleavage, 3 h; inhibition, % at 7 µM; 370,000 compounds, 0.62% hits; AID 720582;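 active means inhibition above a per-campaign cutoff equal to the mean of compounds falling between control-based bounds plus 3 SD, cut at about 20% in these data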;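 further: 0% = DMSO wells while the 100% control is not disclosed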
# Target sequence (O14672 214-748 limits assumed): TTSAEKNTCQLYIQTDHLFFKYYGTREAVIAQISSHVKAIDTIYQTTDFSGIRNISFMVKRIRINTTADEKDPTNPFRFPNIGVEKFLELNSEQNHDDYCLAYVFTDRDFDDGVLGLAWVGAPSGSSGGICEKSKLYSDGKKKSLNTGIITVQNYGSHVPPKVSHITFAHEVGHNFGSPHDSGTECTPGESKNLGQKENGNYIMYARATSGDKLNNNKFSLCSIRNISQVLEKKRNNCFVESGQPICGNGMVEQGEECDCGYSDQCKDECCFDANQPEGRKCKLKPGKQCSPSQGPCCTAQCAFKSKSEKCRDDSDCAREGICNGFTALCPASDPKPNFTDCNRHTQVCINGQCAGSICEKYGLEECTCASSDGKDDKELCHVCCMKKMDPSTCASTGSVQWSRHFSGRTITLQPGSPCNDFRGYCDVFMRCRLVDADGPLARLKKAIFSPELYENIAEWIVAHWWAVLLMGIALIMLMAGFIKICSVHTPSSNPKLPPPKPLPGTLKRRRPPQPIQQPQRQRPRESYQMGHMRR
# hcDAF-12 act = activators of H. contortus DAF-12 nuclear receptor | activation, % at 6.8 µM | AID 652067 | HEK293 hcDAF-12 lit1-tk-luc reporter, luminescence; 0% DMSO, 100% Δ7-dafachronic acid | 370,000 compounds, 1.4% hits;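 active means activation above the mean of all tested compounds plus 3 SD, cut at about 5.5% in these data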;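 further: 100% = response to 3 µM Δ7-dafachronic acid high control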
# ADAM17 inh = ADAM17 inhibition, QFRET primary screen; P78536; recombinant ADAM17, EDANS/DABCYL FRET peptide cleavage; inhibition, % at 6.95 µM; 370,000 compounds, 0.83% hits; AID 720648;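 active means inhibition above the mean of compounds lying between control limits plus 3 SD, set per campaign, cut at about 8.5% in these data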;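 further: 0% = DMSO-only wells as the low control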
# GC-A act = GC-A (human) enzyme activation; P16066; HEK293 GC-A cells, cGMP TR-FRET, EC30 ANP; 0% at EC30 ANP, 100% saturating ANP; activation, % at 10 µM; 370,000 compounds, 0.14% hits; AID 1671463; in the data active means activation above about 40%
# SMARCA2 act = increases SMARCA2 function in MMTV reporter cells | 370,000 compounds, 1% hits | AID 652017 | activation, % at 9.1 µM | MG213 cells, MMTV-luciferase reporter, dexamethasone, overnight; in the data active means activation above about 7.8%;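 further: 0% = vehicle wells and 100% = reference activator wells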
# hgDAF-12 ag = hgDAF-12 agonism, primary luciferase screen. AID 687014. activation, % at 6.8 µM. HEK293 GAL4-hgDAF12 UAS-luciferase reporter, agonist luminescence; normalized to butyrate control. 370,000 compounds, 1.8% hits;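 active means activation above a cutoff set at the mean of all screened compounds plus 3 SD, cut at about 10% in these data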;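 further: 0% = DMSO wells and 100% = sodium butyrate wells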
# DAX1 inh-1 = blocks DAX1 repression of SF-1 activated StAR promoter; inhibition, % at 6.8 µM; HEK293T StAR-luciferase reporter, SF-1/DAX-1 repression relief; 370,000 compounds, 1.1% hits; AID 652010;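 active means inhibition above the mean over all tested compounds plus 3 SD, cut at about 3.6% in these data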;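 further: 0% = DAX-1 cells with DMSO and 100% = cells lacking DAX-1 with DMSO; higher inhibition means more luminescence from relief of DAX-1 repression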
# ssDAF-12 act = activates DAF-12 receptor from parasite S. stercoralis; HEK293 ssDAF-12/GRIP1 lit1-tk-luc reporter, luminescence; % of 3 µM dafachronic acid response; activation, % at 6.8 µM; 370,000 compounds, 1% hits;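 active means activation above the mean over all tested compounds plus 3 SD, cut at about 0.9% in these data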;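 further: 0% = DMSO-only wells and 100% = 3 µM delta7-dafachronic acid wells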
# DAX1 inh-2 = NR0B1 (DAX1) inhibition. P51843. HEK293 Gal4-DAX1 luciferase reporter, luminescence. inhibition, % at 6.75 µM. 340,000 compounds, 0.99% hits. AID 504766;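 active means inhibition above the mean over all tested compounds plus 3 SD, cut at about 4.2% in these data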;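 further: 0% = DAX1-transfected cells with DMSO and 100% = empty-vector control cells with DMSO; inhibition shows as a rise in luminescence from relieved DAX1 repression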
# Target sequence (P51843 207-470 limits assumed): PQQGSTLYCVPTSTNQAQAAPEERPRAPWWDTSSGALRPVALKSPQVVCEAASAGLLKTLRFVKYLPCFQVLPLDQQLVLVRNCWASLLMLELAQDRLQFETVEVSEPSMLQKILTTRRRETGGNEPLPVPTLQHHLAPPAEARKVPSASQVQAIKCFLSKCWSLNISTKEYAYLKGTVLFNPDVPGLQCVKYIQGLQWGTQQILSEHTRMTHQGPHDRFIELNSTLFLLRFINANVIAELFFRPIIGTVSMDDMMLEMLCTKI
# FXN GAA850 act = frataxin GAA850 promoter activation; HEK293 lucGAA850 FXN promoter luciferase reporter, 24 h; percent of 10 µM SAHA response; activation, % at 6 µM; 360,000 compounds, 0.56% hits; AID 540364;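 active means activation above the average of all compounds screened plus 3 SD, cutoff fixed separately per campaign, cut at about 7.5% in these data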;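 further: 0% = DMSO wells and 100% = 10 µM SAHA wells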
# PG9 binder = binds the HIV-1 gp120 antibody PG9; 360,000 compounds, 0.43% hits; AID 624416; TR-FRET gp120-PG9 antibody binding; inhibition, % at 6.7 µM; in the data active means inhibition above about 8.5%
# Numbers without * were called inactive; x = no result given; & = joins results of further samples.
mol	DAX1 inh-1	hgDAF-12 ag	SMARCA2 act	DAX1 inh-2	ADAM10 inh	FXN GAA850 act	hcDAF-12 act	ssDAF-12 act	GC-A act	ADAM17 inh	PG9 binder
COCc1cc(C)nc(SCc2nc3ccccc3c(=O)[nH]2)c1C#N	0.1	1.2	0	-0.2	-14	3.5	0.3	-1.2	5	-7	0.1
COc1ccc(S(=O)(=O)N2CCOCC2)cc1NC(=O)CSc1nc(C)c(C)c(C)n1	0.1	-1.9	2	1.1	-1	-1.1	0.7	-0.9	3	-2	-1.0
COC(=O)[C@]12C[C@H](CC(=O)NCCC(C)C)C(=O)N(CCC3=CCCCC3)C1=C[C@H](C(C)C)O[C@@H]2C1CC1	0.2	-1.6	-3	x	-4	x	0.5	-0.9	-4	-1	x
CCOC(=O)c1c(C)n(C)c2ccc(OCC(O)CN(CC)CC)cc12 (centres undefined)	1.8	3.0	-2	0.0	1	0.3	0.2	-0.7	-1	1	-1.4
Nc1nonc1-n1nnc(C(=O)N/N=C/c2cccc(F)c2)c1CN1CCCC1	-0.8	-1.5	-1	2.0	-11	0.8	0.4	-1.4	-1	-5	1.1
N#Cc1c(NC(=O)CSC2=NCCS2)sc2c1CCCC2	0.1	1.2	-3	-0.6	0	-0.9	-0.6	-1.5	-3	0	0.2
COc1ccc(C(C(=O)NCC2CCCO2)N(C(=O)CNC(=O)c2ccco2)c2ccc(C)c(C)c2)cc1OC (centres undefined)	-0.1	-2.5	-1	3.9	0	0.0	1.4	-1.6	2	-2	1.1
CCOc1ccc(CN2CCNC(=O)C2CC(=O)NCCCC2CCCC2)cc1 (centres undefined)	0.4	4.4	1	-1.0	0	-0.8	-0.9	-1.1	1	-5	-0.7
CCN(CC)c1ncc(C)c(=O)[nH]1	-0.3	2.9	2	0.6	6	1.8	0.1	-1.0	0	-1	-0.8
CC(=O)Nc1ccc(NC(=O)COC(=O)c2c(-c3ccccc3)noc2C)cc1	-0.7	1.3	0	0.1	-8	-1.1	-0.9	-1.4	-7	4	1.7
Clc1ccc(-n2ncc3c(NCc4ccco4)ncnc32)cc1	0.4	13*	2	0.8	0	0.1	3.7	-0.2	7	-2	-0.3
COc1ccc(C(=O)C[n+]2cc(-c3ccc(OC)cc3)n3c2CCCC3)cc1	-1.3&-1.6	0.3&-4.6	-3&-5	0.4&-2.7	-1&-5	1.2&0.2	0.1&-1.4	-0.4&-1.4	1&0	1&-2	0.8&3.6
Nc1ccn([C@@H]2O[C@H](C(=O)NCCCN3CCCC3=O)[C@@H](O)[C@H]2O)c(=O)n1	-0.8	-0.8	-2	x	-5	x	-1.0	-1.1	5	-1	-1.5
NC[C@H](Cc1ccccc1)NCCc1cc(C(F)(F)F)cc(C(F)(F)F)c1	-0.5	3.0	0	0.2	-9	2.5	-0.2	-0.7	2	-4	-0.3
Cc1cc(NC(=O)CS(=O)(=O)c2cn(Cc3ccc(F)cc3)c3ccccc23)no1	-2.4	-3.9	1	-2.4	7	-1.3	-1.2	-1.4	-3	0	0.6
Cc1ccc(NC(=S)NNC(=O)CSc2nc3sc4c(c3c(=O)n2-c2ccccc2)CCCC4)cc1	1.3	0.2	1	x	14	x	0.9	-1.1	-4	1	x
CCC1(c2ccccc2)NC(=O)N(CC(=O)Nc2ccccc2C(=O)NC2CC2)C1=O (centres undefined)	-1.0	2.9	-2	-0.6	-6	1.5	2.1	-1.2	2	-7	-1.0
Cc1[nH]nc2c1C(c1ccc3c(c1)OCO3)N(Cc1ccccc1)C2=O (centres undefined)	-0.7	-0.4	-1	x	2	x	0.1	-0.9	13	0	-0.7
O=C(CCN1C(=O)/C(=C/c2ccc(F)cc2)SC1=S)Nc1cccnc1	-0.4	2.4	-4	-1.3	3	0.8	0.1	-1.0	-9	-8	2.1
O=C(CSc1ncnc2scc(-c3ccccc3)c12)N1CCN(c2ccccc2F)CC1	0.8	0.9	-3	-0.1	-4	3.4	-1.7	-1.2	-1	0	-0.2
COc1ccc(CC2(C)OC(c3ccncc3)=NN2C(C)=O)cc1 (centres undefined)	0.4	-2.3	-1	0.0	7	-0.2	-0.5	-2.1	0	-3	-0.3
CC1Cc2cc(S(=O)(=O)N3CCN(c4ccc(Cl)cc4)CC3)ccc2N1C(=O)C1CC1 (centres undefined)	1.4	0.4	0	-0.7	-2	-0.9	3.0	-1.4	-2	-1	-2.7
Cc1cc(NC(=O)CSc2nc3c(sc4ccccc43)c(=O)n2CCc2ccccc2)n[nH]1	0.1	1.0	-5	-1.9	12	1.8	-0.2	-1.1	-2	3	-0.5
CC(C)C(NC(=O)CN1C(=O)c2ccccc2C1=O)c1ccccc1 (centres undefined)	-0.2	-2.6	-2	3.3	-13	-0.8	-2.6	-1.2	-3	-5	-2.3
CC(C)(C)c1cc(-c2n[nH]c(=S)n2-c2ccc(Cl)cc2)n[nH]1	0.7	-3.6	-3	-0.1	0	-0.4	-1.3	-0.5	-4	-3	3.1
CC(OC(=O)CCc1nc2ccccc2[nH]c1=O)c1ccccc1 (centres undefined)	-0.6	9.3	-3	0.6	-42	0.9	-0.3	-1.6	-4	-17	0.6
CCC(C(=O)Nc1ccccc1)c1ccccc1 (centres undefined)	-0.4	2.8	-2	0.0	7	1.0	2.0	-1.4	-9	0	-0.9
CC1(C)C(=O)OC(c2ccccc2)C(C)(C)C1=O (centres undefined)	-0.1	-1.1	-2	1.7	4	-1.0	-0.2	-1.1	3	0	-0.1
CC1CCCCCCC1OC(=O)c1ccccc1C(=O)O (centres undefined)	-0.2	-1.2	-1	2.4	-4	-1.9	0.4	-0.7	1	-2	-0.6
CS(=O)(=O)c1ccc(Cl)c(NC(=O)COC(=O)CCc2c[nH]c3ccccc23)c1	-0.3	-0.6	0	-0.2	17	1.7	-0.4	-1.3	-3	2	-0.8
Cc1ccc2oc(Nc3nc(C)cc(C)n3)nc2c1	0.8	1.0	-3	0.1	-5	0.0	-0.2	-0.9	-2	-5	2.3
Cn1cc(Cl)nc1C(O)c1ccccc1 (centres undefined)	-0.9	7.1	-1	-0.2	1	0.1	1.5	-1.4	-2	-2	-2.5
Cc1cc2ccccn2c1C(=O)c1cc([N+](=O)[O-])cc([N+](=O)[O-])c1	0.3	1.1	0	-1.6	0	2.2	-1.0	-0.6	-7	0	-0.4
O=C(Cc1ccccc1)Nc1cccc(N2CCCC2)c1	-0.1	3.6	0	-1.4	-20	-1.4	-2.7	-2.1	0	-8	3.4
CC(=O)c1c(C)[nH]c(C(=O)OCC(=O)Nc2ccccc2Cl)c1C	-2.6	-6.6	-4	-3.0	3	1.3	-3.6	-2.1	-4	0	0.9
COc1cc(C(C)=O)ccc1OCC(=O)Nc1ccc(S(=O)(=O)N2CCCCC2)cc1	0.2	-1.9	-2	-0.5	-5	-0.2	-0.9	-1.8	3	0	-1.3
CCC1NC(=O)c2cc3ccccc3cc2-n2c1nc1cc(OC)c(OC)cc1c2=O (centres undefined)	1.1	-3.9	1	-0.3	-10	4.3	-1.4	-0.6	2	-3	-0.3
CC(=O)c1cc(-c2ccc(F)cc2)n(CCC(=O)NC(C)(C)C)c1C	0.2	0.2	2	0.0	5	3.7	0.4	-1.5	-4	-4	1.3
COc1ccc(OC)c(C2C(C#N)=C(N)N(N(C)C)C3=C2C(=O)CC(C)(C)C3)c1 (centres undefined)	0.0	1.4	-4	2.7	9	0.5	-0.6	-0.9	3	-1	-2.8
O=c1[nH]c(C2CCCCC2)nc2ccccc12	0.1	-1.8	-2	-0.1	4	2.0	0.9	-0.5	0	3	1.1
CCC1CCCCN1CCCn1c(=S)[nH]c2ccccc2c1=O (centres undefined)	0.6	0.2	2	1.5	-1	-1.4	-1.4	-0.7	2	-2	-2.1
COc1ccc(Cl)cc1C(=O)OCC(=O)NC1CCCC(C)C1C (centres undefined)	-1.1	-2.4	-2	-1.2	-2	-0.2	-0.9	-1.3	1	-4	-0.1
COc1cc(NC(=O)C2CCN(S(=O)(=O)c3cccs3)CC2)cc(OC)c1	-1.2	-1.2	-1	-0.5	10	-0.2	-2.2	-0.2	0	3	-0.6
Cc1ccc(N2C(=O)CC(Sc3nc4ccccc4o3)C2=O)cc1Cl (centres undefined)	0.4	-0.7	3	-1.1	9	-6.0	-0.5	-0.4	x	4	-0.1
CC(C)CN1C(Nc2ccccc2)=NC[C@@H]1C	-0.3	-2.3	0	0.7	-2	-0.6	-0.3	-1.2	1	-1	-3.1
COc1ccc(Cl)cc1NC(=S)N1CCCCCC1	2.6	1.9	1	0.4	-3	1.6	-0.5	-0.1	2	0	-2.0
Cc1cc(C)cc(NC(=O)COC(=O)c2cccc(S(=O)(=O)N3CCCCC3)c2)c1	-2.3	-1.6	-2	0.1	9	0.8	0.7	0.0	-3	3	0.2
CCCc1nc2sc(C(=O)OCC)c(N)c2c2c1COC(C)(C)C2	-0.1	2.1	2	0.6	-70	0.2	0.0	-1.1	8	-23	-1.2
COc1ccccc1CC(=O)O/N=C(\N)c1cccc([N+](=O)[O-])c1	-0.5	2.4	6	0.8	9	1.5	-1.6	-0.9	0	3	-1.3
COc1ccc(CCNC(=O)NCCc2c[nH]c3ccccc23)cc1OC	-0.4	-1.4	0	-0.1	-4	0.5	0.2	-2.4	3	-2	-0.9
CCC(=O)Nc1cc(-c2nc3ncccc3o2)ccc1Cl	-1.0	2.2	4	1.4	-25	-0.4	0.2	-0.4	0	-15	-3.5
CCC1CCCCN1S(=O)(=O)c1ccc(NC(=O)c2cccs2)cc1 (centres undefined)	0.0	0.1	-1	0.9	19	0.5	-3.0	-1.1	2	6	0.7
Cc1ccc(C(=O)Nc2ccon2)cc1S(=O)(=O)N1CCCCCC1	0.6	0.3	-1	0.6	-2	0.9	-0.9	-1.4	0	-4	-1.5
CCc1noc(C)c1C(=O)OCC(=O)NCc1ccccc1OC	-0.1	5.8	-2	0.4	-7	3.0	-1.4	-1.5	-1	-2	1.0
CCCCN1C(=O)C(CC(=O)NCc2cccc3ccccc23)CC(C(=O)N(C)C)=C1C (centres undefined)	0.4	-0.1	7	1.1	-2	1.2	-0.1	0.3	-2	-1	-0.3
COCC(=O)Nc1cc(C(=O)Nc2ccccc2)ccc1Cl	0.8	5.4	-1	x	-8	x	0.2	-0.9	-1	-2	-0.8
CC(=O)N1CCOC12CCN(Cc1ccccc1)CC2	-0.1	-2.7	0	1.4	-7	-0.2	-0.2	-1.2	-4	-2	1.0
COc1ccc(N(CC(=O)NCCSCc2ccccc2Cl)S(C)(=O)=O)cc1Cl	-1.2	-4.1	3	-1.5	12	5.2	-0.7	-1.5	-7	1	-1.3
O=Cc1ccc(Sc2ncccn2)o1	-0.6	1.1	-2	-0.1	0	1.8	-0.4	-1.3	-1	-3	1.6

# Source: PubChem (several laboratories)

# Compounds were not picked by outcome. About 6.8% of those tested had a hit in this group.
